iPSC survival up = increases survival of single human iPS cells; hiPSC single-cell survival, ATPlite luminescence; 100% = ROCK inhibitor wells, 0% = DMSO; survival enhancement, % at 20 µM; 360,000 tested, 0.044% active; AID 602274; in the data active = survival enhancement above about 18%;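 note: cells exposed to compounds for 16 hours before the ATP read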
NR2E3 ag-1 = activates human NR2E3 receptor. CHO-S Gal4-NCOR/VP16-NR2E3 two-hybrid, luciferase. Q9Y5X4. 360,000 tested, 0.35% active. inhibition of corepressor binding, % at 3.98 µM. AID 602229;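 active = inhibition above the mean of all tested compounds plus 3 SD, cut at about 70% in these data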;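 note: 0% = DMSO with NR2E3 transfected cells and 100% = cells lacking NR2E3 construct; higher means lower luciferase signal from less NR2E3 corepressor binding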
Target sequence (Q9Y5X4 whole entry, looked up, the tested form may be a part): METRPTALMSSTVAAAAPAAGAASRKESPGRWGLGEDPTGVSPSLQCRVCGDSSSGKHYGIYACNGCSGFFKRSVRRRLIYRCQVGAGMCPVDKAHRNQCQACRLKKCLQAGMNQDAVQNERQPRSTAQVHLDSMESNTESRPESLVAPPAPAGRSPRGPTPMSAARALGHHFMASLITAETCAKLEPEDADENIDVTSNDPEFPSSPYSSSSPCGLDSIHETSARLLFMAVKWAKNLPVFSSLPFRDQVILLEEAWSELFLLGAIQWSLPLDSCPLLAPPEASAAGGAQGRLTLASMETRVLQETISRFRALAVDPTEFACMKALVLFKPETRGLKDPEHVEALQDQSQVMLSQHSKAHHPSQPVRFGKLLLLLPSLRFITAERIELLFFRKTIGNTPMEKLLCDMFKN
TWEAK-Fn14 inh = blocks TWEAK-Fn14 interaction in a reporter cell assay | 360,000 tested, 2% active | AID 1159606 | TWEAK-stimulated Fn14 reporter cells, luciferase luminescence, 8 h | inhibition, % at 10 µM; in the data active = inhibition above about 50%
TRPM1 prom inh = inhibitors of MITF-driven TRPM1 promoter in melanoma cells; SK-MEL-5 TRPM1 promoter luciferase, 24 h; 330,000 tested, 0.83% active; inhibition, % at 12.5 µM;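 active = mean inhibition across replicates of 60% or more, whatever share of single replicates reaches that level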; note: values of inactives mirror those of a sister screen read the other way
Shn3 3UTR inh = Schnurri-3 reporter inhibition in Clone20 osteoblasts | Clone20 osteoblast Shn3 3'UTR firefly luciferase, 24 h | inhibition, % at 12.5 µM | 360,000 tested, 0.52% active;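 active = mean inhibition of at least 75% with every replicate also reaching 75%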;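 note: 0% = median of neutral control wells and 100% = pilot-screen positive control compound; some compounds past the cut are filed as inactive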
aDG glyco act = increases alpha dystroglycan glycosylation | Pro5-aDG cells, alpha-DG glycosylation AlphaScreen (IIH6); 0% Pro5, 100% B10-LARGE cell signal | activation, % at 10 µM | 360,000 tested, 0.22% active | AID 624168;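 active = activation of at least 8% versus controls, or a plate z-score of at least 8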;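 note: Pro5 are CHO cells carrying HIG-tagged alpha-DG that lacks glycosylation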
HIF-2a block = HIF-2a inhibition. inhibition, % at 18.8 µM. 786-0 RCC cells HIF-2a reporter, luciferase luminescence, overnight. AID 624352. 360,000 tested, 0.72% active;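 active = inhibition of the luminescence signal of 40% or more relative to plate controls, in a single-dose primary screen at 18.75 µM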
Peg3 promoter = reduces Peg3 promoter-driven luciferase expression in HeLa | HeLa PEG-Prom luciferase reporter, luminescence, overnight | inhibition, % at 20 µM | 360,000 tested, 1.7% active;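 active = inhibition of at least 50% at 20 µM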
KKLEB tox = reduces viability of KKLEB cystic fibrosis airway cells. KKLEB CF airway cells viability, ATPlite luminescence, overnight; stronger effect = lower value; cells stimulated with P. aeruginosa culture filtrate. activity change (cytotoxicity), % at 5 µM. 360,000 tested, 0.36% active;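 active = corrected activity change at or below -50% at 5 µM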
NR2E3 ag-2 = activates human photoreceptor nuclear receptor NR2E3. Q9Y5X4. AID 2300. 320,000 tested, 0.12% active. inhibition of corepressor binding, % at 4.78 µM. GST-NR2E3/biotin-RetCOR TR-FRET, 1536-well;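 active = percent inhibition above the cutoff of mean plus 3 SD of all tested compounds, set per screening campaign, cut at about 20% in these data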;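 note: 0% = DMSO wells and 100% = biotin wells as full block of FRET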
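Test system – NR2E3–RetCOR corepressor complex · Quantity – NR2E3 fusion 1.35 nM · Buffer or medium – Tris pH 7.5 · Incubation – Compound–protein incubation for 5 h at 4 °C · Technique – TR-FRET, Eu(K)-anti-GST donor, streptavidin-D2 acceptor, ex 340, em 617/671 nm · Evaluation – percent inhibition of 671/617 nm emission ratio versus biotin and DMSO controls · Plate – 1536-well format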
CF NFkB block = inhibitors of cystic fibrosis induced NF-kB; KKLEB NF-kB-GFP reporter, PAF-induced, GFP fluorescence overnight; inhibition, % at 5 µM; 360,000 tested, 0.86% active; AID 588850;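 active = at least 50% inhibition at 5 µM, scaled per plate between neutral and stimulator controls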;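 note: PAF is a Pseudomonas aeruginosa culture filtrate used as stimulus; plate controls were PAF-stimulated DMSO wells for no effect and unstimulated DMSO wells for full effect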
* = called active by the depositor; / = no result given.

SMILES | iPSC survival up | NR2E3 ag-1 | TWEAK-Fn14 inh | TRPM1 prom inh | Shn3 3UTR inh | aDG glyco act | HIF-2a block | Peg3 promoter | KKLEB tox | NR2E3 ag-2 | CF NFkB block
CN(C)Cc1csc(Nc2ccc(C(F)(F)F)cn2)n1 | -3.0 | -51 | -19 | / | -25 | 0.3 | -111 | -44 | -1 | / | 7
Cc1ccc2c(c1)C1(OCCCO1)C(=O)N2CC#N | 0.8 | -20 | 8 | -2 | -5 | 0.3 | 24 | 21 | -4 | 0 | -13
COc1cccc(N=CC2=C(O)CC(C)(C)CC2=O)c1 | 3.4 | 8 | -53 | -13 | -14 | 0.4 | 9 | 13 | 3 | 0 | 13
CSc1ccccc1NC(=O)Nc1ccccc1 | -0.4 | -43 | -32 | -4 | -8 | 0.1 | -196 | -103 | 11 | -1 | 2
Cc1ccc(NC(=O)CNc2ccc(Cl)c(Cl)c2)cc1S(=O)(=O)N(C)C | 1.1 | -30 | 91* | 30 | 81 | 1.2 | -24 | 12 | -17 | -2 | -6
COc1ccc(C(=O)CCC(=O)Nc2ccc(Cl)cc2)cc1 | -0.6 | 3 | -14 | -4 | 15 | 0.5 | 13 | 1 | 8 | / | 3
Cc1cc([N+](=O)[O-])nn1CC(=O)NCCc1c[nH]c2ccccc12 | -0.5 | 9 | 15 | -10 | 15 | 0.0 | 13 | -4 | 7 | -3 | -34
O=[N+]([O-])c1ccc2nc(CCCc3nc4ccc([N+](=O)[O-])cc4[nH]3)[nH]c2c1 | 0.3 | -53 | 7 | -9 | -4 | 0.2 | -39 | -9 | 7 | -2 | -17
Cc1ccc(C(O)P(=O)(OCCC(C)C)c2ccc(N(C)C)cc2)cc1 (centres undefined) | -0.6 | -55 | 5 | 3 | 13 | 0.1 | 20 | 16 | -6 | 0 | 16
Cc1oc(-c2ccc(F)cc2)nc1CN1CCCC(C(=O)N2CCOCC2)C1 (centres undefined) | -0.2 | -5 | -18 | 9 | -44 | 0.0 | 7 | 1 | 4 | / | 5
COc1ccc(-c2nnc(SC(C)C(=O)Nc3nccs3)n2-c2ccccc2)cc1OC (centres undefined) | 4.0 | 2 | 0 | 5 | -17 | 0.1 | -23 | 4 | 10 | 0 | 0
CC(C)(C)c1ccc(OCC(=O)NN2Cc3ccccc3C2=N)cc1 | -0.9 | 25 | 18 | -8 | 2 | 0.3 | -8 | -1 | -7 | 4 | 22
CCC1Cc2c(nc(N)c3c(N)nc(N4CCOCC4)c(C#N)c23)O1 (centres undefined) | -0.6 | 0 | 12 | 11 | 2 | 0.5 | 24 | 22 | 3 | -5 | -9
CC(=O)Oc1cc2oc(=O)cc(C)c2cc1Cl | 0.6 | 9 | 8 | -4 | -13 | 0.0 | 12 | 11 | -5 | 2 | 13
CN(C(=O)COC(=O)c1cc(S(=O)(=O)N2CCOCC2)ccc1F)C1CCS(=O)(=O)C1 (centres undefined) | -0.4 | -8 | 5 | -1 | -6 | -0.1 | 9 | 10 | 8 | 1 | -31
CN(C(=O)c1cccc(NC(=O)Cc2ccc(NC(=O)C3CCN(S(=O)(=O)c4cccc([N+](=O)[O-])c4)CC3)cc2)c1)C1CCCCC1 | 0.8 | -12 | -6 | 7 | -42 | 0.3 | -1 | -1 | 0 | / | 7
COc1ccc(OC)c(Cc2nnc(CCC(=O)NCc3nc4ccccc4s3)o2)c1 | -0.3 | -46 | -6 | 7 | -10 | -0.2 | -9 | 6 | -2 | -1 | -1
O=C(NCCN1C(=O)S/C(=C\c2cccnc2)C1=O)c1ccc(S(=O)(=O)N2CCCC2)cc1 | 0.5 | 23 | -5 | 0 | 2 | 0.1 | 0 | 6 | -6 | 1 | -17
CCOc1ccc(NC(=O)Nc2nc(SCC)ns2)cc1 | 0.4 | 4 | 17 | -6 | 20 | 0.1 | -78 | 12 | -8 | -2 | 4
O=C(O)c1ccc(COc2c(F)c(F)c(F)c(F)c2F)o1 | -0.2 | -23 | 10 | 11 | -9 | 0.3 | 8 | 7 | -4 | 1 | 14
Cc1ccc(-c2nnc3c4ccccc4c(C)nn23)cc1S(=O)(=O)N1CCN(C)CC1 | -2.2 | -4 | 11 | -42 | -13 | 0.2 | 11 | 8 | -15 | 1 | -16
Cc1ccc(NS(=O)(=O)c2ccc3c(c2)NC(=O)CO3)cc1 | -0.5 | 27 | -1 | 7 | 1 | 0.0 | 13 | -18 | 16 | 3 | -53
Cc1ccc2nc(C)c3c(c2c1)N(c1ccc(F)cc1)CC3 | 1.2 | -127 | -63 | -18 | 25 | 0.1 | 9 | 1 | -8 | 3 | -31
CCc1noc(C)c1C(=O)N1CCN(S(=O)(=O)c2ccc(Cl)s2)CC1 | -0.5 | 4 | 2 | -5 | -10 | 0.4 | 5 | 16 | -9 | -2 | 4
COc1cccc(NS(=O)(=O)c2cc(C)ccc2OC)c1 | 0.4 | 9 | 10 | -2 | 17 | 0.1 | 11 | 11 | 12 | 0 | 8
COCCNC(=O)COc1ccc(C)cc1C(=O)c1cc(C#N)c(=O)n(C2CC2)c1 | -1.0 | -24 | 5 | 7 | 0 | -0.2 | 18 | 20 | 12 | 1 | -7
Cc1ccc(CN2C3=NCCCN3c3ccccc32)cc1 | 0.0 | 5 | -4 | -6 | 41 | 0.3 | 17 | 15 | 2 | 1 | 12
COc1ccc(NC(=O)C2(C)CCN2Cc2ccc(OC(C)C)cc2)cc1OC (centres undefined) | 0.3 | 5 | 2 | / | 7 | 0.1 | 0 | 8 | -16 | / | -1
COc1ccc(Nc2ccncc2[N+](=O)[O-])cc1 | -0.6 | -45 | 35 | 14 | 9 | 0.7 | 14 | 18 | -5 | 3 | 39
COC(=O)C1CC2=C(CCC2=O)N(c2ccccc2)C1=O (centres undefined) | 1.2 | -25 | 1 | -4 | -12 | -0.2 | -2 | -1 | 2 | / | 2
Cc1ccc2c(C(=O)CN3CCC4(CC3)OCCO4)c(C)[nH]c2c1 | 10 | -8 | -2 | 10 | -2 | 0.0 | 4 | 4 | -8 | 5 | -1
O=C(COC(=O)Cc1cccs1)Nc1ccccc1Cl | 0.8 | -14 | 33 | 7 | 2 | 3.8 | 20 | 12 | 1 | 0 | 3
Cc1ccccc1NC(=O)c1nnn(-c2ccc3c(c2)OCCO3)c1N | -0.3 | -101 | -18 | -80 | -62 | 0.1 | -223 | -291 | 7 | 5 | -12
Cc1cc[n+](-c2[nH]c(=O)sc2/C=N/N=C(\[O-])c2ccccc2)cc1 | -0.6 | -31 | 9 | -12 | 7 | -0.1 | 12 | 1 | 2 | -1 | 14
COC(=O)c1nn(-c2ccccc2)c(-c2ccccc2)c1C(=O)c1ccccc1 | -1.0 | 6 | 23 | -2 | 0 | 0.2 | 9 | 9 | 3 | -4 | -1
OCc1cn(-c2ccccc2)nc1-c1cc2ccccc2o1 | -0.2 | -98 | 2 | -76 | -93 | -0.1 | -346 | -396 | 4 | -2 | -13
COC(=O)c1[nH]c2c(c1C)C(=O)CC(c1cc(OC)c(OC)c(OC)c1)C2 (centres undefined) | 0.4 | 14 | 11 | 12 | 64 | 0.8 | 10 | 5 | 6 | 2 | -8
CCOC(=O)c1c(C)[nH]c(C(=O)OCc2nc3ccsc3c(=O)[nH]2)c1C | 5.1 | -96 | -30 | / | -20 | -0.1 | -327 | -286 | -11 | / | -16
Cc1cc(O)c(C(=O)/C=C/c2ccccc2O)c(=O)o1 | -0.2 | -11 | 11 | 18 | -13 | 0.0 | 13 | 2 | -2 | / | -1
CCCCN(CC)C(=O)CN(C)S(=O)(=O)c1cccc2nsnc12 | 0.4 | 12 | 16 | 4 | 13 | 0.0 | 20 | 14 | -4 | 3 | 8
C=CCN(CCNP(=O)(OCC)OCC)CP(=O)(OCC)OCC | 4.7 | -27 | -20 | 9 | 19 | -0.2 | 5 | 4 | 9 | 0 | -18
C(#Cc1ccccc1)C[N+]1(CC#Cc2ccccc2)CCCC1 | -2.4 | 9 | 4 | 39 | 73 | 0.0 | 12 | -1 | -1 | 2 | -7
COc1ccc(N=C(N)N=C(N)N)c(OC)c1 | -0.6 | 13 | -21 | -3 | -12 | -0.1 | 13 | 19 | -1 | 0 | -1
O=C(NCCCN1CCOCC1)c1ccc(CNS(=O)(=O)c2ccc(Br)cc2)cc1 | 2.8 | -27 | 0 | -9 | -45 | -0.2 | 7 | -3 | 1 | 3 | 14
CC(C)C[C@@H](CO)N1CCN(Cc2cccc(C#N)c2)CCC1=O | 5.9 | 1 | -19 | -2 | -2 | 0.0 | 5 | -8 | -24 | 1 | 25
COc1cc(C(=O)N2C[C@H]3CC[C@H]2C3)ccc1OC1CCN(C(C)=O)CC1 | 0.6 | 1 | 12 | 2 | -7 | 0.3 | 2 | 1 | -14 | 1 | 11
Cc1cccc(N2CCN(c3ccc(N4C(=O)CCCC4=O)cc3[N+](=O)[O-])CC2)c1C | -1.1 | 2 | 27 | -1 | 14 | 0.6 | 23 | 17 | -4 | 0 | 5
Cc1ccc(CNC(=O)C2CCN(S(=O)(=O)c3cccs3)CC2)o1 | 0.7 | 4 | 1 | 9 | -13 | 0.1 | -4 | 9 | 30 | 3 | -12
O=C1NC(=O)C2(COC(c3cccc([N+](=O)[O-])c3)OC2)S1 (centres undefined) | -0.6 | -21 | -1 | -7 | 0 | -0.3 | 15 | 23 | 0 | 2 | 11
Cc1cccc(NC(=S)N/N=C/c2cccn2Cc2ccc(F)cc2)c1 | -0.5 | -33 | 1 | -6 | -2 | 0.0 | 5 | -3 | 6 | -1 | 12
Cc1ccc(S(=O)(=O)Nc2ccc(-c3nc4ccc(C)cc4s3)cc2)cc1 | 3.9 | -21 | 3 | -11 | -13 | 0.1 | -120 | -58 | 4 | -5 | 4
CC(=O)c1ccc(OCC(=O)NCCC2=CCCCC2)cc1 | 0.7 | 24 | -6 | -2 | -1 | -0.1 | -7 | 4 | 8 | / | 2
O=C1CSC(=S)N1/N=C/c1ccc2c(c1)OCCO2 | -0.5 | -28 | -11 | 3 | -1 | 0.0 | -15 | -10 | 11 | 0 | 0
Cc1ccc(NC(=O)CNC(=O)c2cccc(C)c2)nc1 | -0.3 | 53 | -3 | 12 | -2 | -0.1 | -17 | -10 | 14 | 2 | -8

Source: PubChem BioAssay (several laboratories)
